# From PubChem BioAssay
# FUS suppressor: suppressors of FUS proteinopathy in yeast | hit rate 0.24% among 390,000 | Potency, µM (top dose mostly 76.6 µM), inactives show at the top dose growth rescue (activation), usual class: activators | S. cerevisiae FUS-expressing, growth rescue, OD600, 24 h;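 further: potency means the concentration at half of the fitted maximal effect; plate controls were DMSO vehicle for no effect and reference control for full effect; nearly all actives have a fitted effect of over 55% in size; some results filed as inactive show a strong effect at the top dose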
#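 Cultures pregrown in 2.5% raffinose medium are shifted to minimal medium containing 2% galactose to express toxic FUS. Compounds are tested at several concentrations. After 24hr at 30C, growth is quantified at 600 nm absorbance.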
# WRN helicase inh: WRN helicase (human) inhibition. Q14191. WRN helicase unwinding, fluorescent forked duplex, kinetic. Potency, µM (highest dose often 114 µM), inactives show at the top dose activity change, negative = inhibition, actives largely listed as inhibitors. hit rate 0.46% among 360,000. AID 651768; further: potency means the concentration at half of the fitted maximal effect; on the % scale 0 is the no-effect control and ±100 the full control effect; nearly all actives have a fitted effect of over 55% in size
# Target sequence (Q14191 whole entry, looked up): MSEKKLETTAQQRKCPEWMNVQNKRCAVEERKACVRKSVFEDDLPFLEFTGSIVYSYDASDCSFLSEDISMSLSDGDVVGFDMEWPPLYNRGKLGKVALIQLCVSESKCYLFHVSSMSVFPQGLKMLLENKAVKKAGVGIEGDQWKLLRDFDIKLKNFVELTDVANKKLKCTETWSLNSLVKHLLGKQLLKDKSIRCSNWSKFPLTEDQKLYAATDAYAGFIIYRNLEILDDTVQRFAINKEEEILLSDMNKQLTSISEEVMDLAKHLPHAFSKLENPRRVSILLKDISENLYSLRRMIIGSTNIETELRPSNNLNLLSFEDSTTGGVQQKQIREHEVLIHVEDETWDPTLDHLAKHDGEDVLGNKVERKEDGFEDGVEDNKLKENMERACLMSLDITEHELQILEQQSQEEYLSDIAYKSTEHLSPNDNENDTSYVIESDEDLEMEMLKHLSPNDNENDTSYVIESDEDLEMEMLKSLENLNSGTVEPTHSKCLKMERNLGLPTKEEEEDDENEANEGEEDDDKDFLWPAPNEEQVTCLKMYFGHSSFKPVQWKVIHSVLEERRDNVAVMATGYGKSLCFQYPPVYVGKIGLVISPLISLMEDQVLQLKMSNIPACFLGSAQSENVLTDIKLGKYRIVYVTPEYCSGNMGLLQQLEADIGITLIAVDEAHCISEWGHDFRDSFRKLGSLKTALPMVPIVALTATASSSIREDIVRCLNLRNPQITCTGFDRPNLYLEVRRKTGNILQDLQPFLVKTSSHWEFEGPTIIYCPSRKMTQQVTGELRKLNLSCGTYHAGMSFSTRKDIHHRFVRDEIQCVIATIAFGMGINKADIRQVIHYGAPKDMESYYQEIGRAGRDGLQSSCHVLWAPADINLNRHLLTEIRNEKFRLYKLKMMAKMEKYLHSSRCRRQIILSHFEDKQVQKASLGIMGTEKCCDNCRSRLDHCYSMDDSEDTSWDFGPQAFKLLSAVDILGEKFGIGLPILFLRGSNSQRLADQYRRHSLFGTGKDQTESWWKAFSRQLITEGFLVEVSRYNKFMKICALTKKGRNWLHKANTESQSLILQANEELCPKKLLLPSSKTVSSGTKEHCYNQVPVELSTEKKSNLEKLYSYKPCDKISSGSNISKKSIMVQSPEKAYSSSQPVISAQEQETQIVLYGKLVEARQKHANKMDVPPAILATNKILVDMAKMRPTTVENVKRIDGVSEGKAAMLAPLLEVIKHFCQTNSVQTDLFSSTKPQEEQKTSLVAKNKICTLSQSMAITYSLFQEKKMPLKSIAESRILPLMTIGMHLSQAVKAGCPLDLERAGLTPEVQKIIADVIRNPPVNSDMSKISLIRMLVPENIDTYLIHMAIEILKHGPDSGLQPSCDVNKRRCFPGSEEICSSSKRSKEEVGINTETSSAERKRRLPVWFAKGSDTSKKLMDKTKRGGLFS
#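 Fluorescence dequenching readout, ex 525 nm/em 598 nm, kinetic mode: forked duplex DNA (100 nM final) with adjacent fluorophore and quencher unwound by WRN (20 nM final) with 2 mM ATP. Compound preincubation 15 min, room temperature.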
# PLK1 PBD inh: inhibitors of human PLK1 polo-box domain binding; Plk1 PBD binding of FITC phosphopeptide, fluorescence polarization; Potency, µM, for inactives: max response, negative = inhibition, most hits filed as inhibitors; hit rate 2.8% among 360,000; AID 720504; further: potency means the concentration at half of the fitted maximal effect; series mostly up to about 57 µM; on the % scale 0 is the no-effect control and ±100 the full control effect; nearly all actives have a fitted effect of over 65% in size
# IL-2 act: IL-2 activation; hit rate 0.065% among 360,000; activation, % (series mostly up to about 46 µM); IL-2 activation reporter assay, cell-based qHTS; stimulated with anti-CD3/CD4/CD28 beads; in transgenic mouse T cells; in the data active means activation above about 50%; inconclusive means mostly about 30% to 49%; further: 0% is about no effect
#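 Readout is EGFP and DsRed signal by fluorescent plate cytometry after 18 h at 37 degrees C. Transgenic mouse T cells (750/well) received compound for 60 min before bead stimulation (anti-CD3, anti-CD4, anti-CD28); memory T cells served as non-tolerant control.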
# EPAC1 ag: activates human EPAC1 exchange factor | O95398 | EPAC1 agonist qHTS, biochemical assay; response scale: 100% = response to 6.5 mM cAMP | hit rate 0.073% among 360,000 | Potency, µM (highest dose often 154 µM), without a hit: at the top dose activation, actives largely listed as activators | AID 720707; further: potency means the concentration at half of the fitted maximal effect; nearly all actives have a fitted effect of over 60% in size
#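 Multi-concentration qHTS readout: loss of Rap1B-bound BODIPY-GDP fluorescence driven by 100 nM EPAC1 with excess GDP (50 uM), monitored kinetically at room temperature; agonist response expressed relative to 6.5 mM cAMP.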
# PI5P4Ka inh: inhibitors of human PI5P4K alpha | P48426 | PI5P4Kalpha enzyme, ADP-Glo luminescence, 60 min; hits give low values | max response, % | hit rate 1.2% among 330,000; active means max response of -50% or lower; inconclusive means between -30% and -50%; inactive means -30% or higher; further: value at the top dose of about 77 µM; on the % scale 0 is the no-effect control and ±100 the full control effect
#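 ADP-Glo luminescence end-point after a 60 min room-temperature kinase reaction. PI5P4Kalpha and substrate in HEPES pH 7.4 buffer with EGTA, 0.1% CHAPS and 5% DMSO; ATP at 5 microM final.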
# Abeta rescue: A-beta toxicity reversal in yeast. yeast expressing A-beta42, growth rescue, OD600, 48 h; response scale: 0% DMSO, 100% iron-clioquinol control. Potency, µM (series often up to 46.1 µM), inactives show at the highest dose growth rescue, actives largely listed as activators. hit rate 0.063% among 410,000; further: potency means the concentration at half of the fitted maximal effect; nearly all actives have a fitted effect of over 55% in size
#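 Yeast growth medium received pinned compounds, then yeast cells expressing toxic A-beta were added; plates incubated at 30 C for 48 hr. Growth read as absorbance at 600 nm, normalized to DMSO and equimolar FeCl3 plus clioquinol controls.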
# EPAC1 antagonist: blocks human EPAC1 exchange factor. O95398. Potency, µM (highest dose often 115 µM), for inactives: top-dose activity change, negative = inhibition, most hits filed as inhibitors. EPAC1 GEF assay, Rap1b-BODIPY-GDP exchange fluorescence. hit rate 0.14% among 360,000;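 further: potency means the concentration at half of the fitted maximal effect; plate controls were vehicle for no effect and positive control for full effect; nearly all actives have a fitted effect of over 50% in size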
# Starred values were filed as active, the others as inactive; u = inconclusive; x = no result given; & = joins results of further samples; [ ] = remark or other dose. Unless noted, the call rests on the fitted dose curve; in most records, active means well fitted curve in the direction sought with a large enough effect; inconclusive means small, poorly fitted or top-dose-only effect, or another doubt; inactive means no such curve, though single readings can be large; an effect the other way counts as inactive or inconclusive. Not a hit list; 4.1% or so of the library scored in one or more.
SMILES,FUS suppressor,WRN helicase inh,PLK1 PBD inh,IL-2 act,EPAC1 ag,PI5P4Ka inh,Abeta rescue,EPAC1 antagonist
Cc1cc(C)c(NC(=O)CSc2nc3ccccc3c(=O)n2CCCN2CCOCC2)c(C)c1,-8%,3%,-11%,0.4,14%,2,18%,2%
COc1ccc(CCNS(=O)(=O)c2cccc(C(=O)O)c2)cc1OC,-13%,1%,3.4µM*,-0.3,-3%,u,0%,-2%
CCOc1ccc(CCN2C(=O)C(=O)N([C@@H](CC(C)C)CN3CCC[C@H]3CN3C(=O)C(=O)NC[C@@H]3Cc3ccc(O)cc3)C[C@@H]2CC(C)C)cc1,31%,-10%,-2%,0.2,-12%,-2,1%,-15%
COCCNC(=O)C[C@@H]1C[C@H]2c3cc(NC(=O)Nc4ccc(F)cc4)ccc3O[C@H]2[C@H](CO)O1,-17%,0%,-9%,0.0,0%,6,-20%,-12%
O=c1[nH][nH]c(-c2ccccc2O)c1C(C[N+](=O)[O-])c1ccc(Cl)cc1Cl (stereo unspecified),x,1%,-3%,0.0,10%,-1,3%,-3%
COc1ccc(CCNC(=O)Cc2ccc(C)cc2)cc1OC,28%,2%,-2%,0.6,-1%,6,8%,-3%
O=C(Nc1nc2ccc(S(=O)(=O)N3CCCCC3)cc2s1)C1CCCO1 (stereo unspecified),u,-5%,-4%,2.1,-1%,6,-11%,-8%
Cc1ccc(-c2nnn(CC(=O)Nc3ccccc3N3CCOCC3)n2)cc1,32%,-5%,-6%,1.4,3%,x,-22%,-10%
Cc1ccc(CNC(=O)c2nnc(Cc3ccc(Cl)cc3)o2)cc1,9%&-30%,2%,-4%,3.2,-12%,3,-6%&-5%,-4%
CN1CCN(c2nc(-c3ccc(C(C)(C)C)cc3)nc3ccccc23)CC1,-11%,-4%,-10%,-0.2,11%,20,-21%,-11%
O=C(OCc1nc2ccccc2s1)c1cccs1,-7%,-4%,5%,-0.6,2%,0,6%,6%
Cc1ccc(CN2[C@@H](CC(C)C)COCCS2(=O)=O)cc1,4%,-5%,-4%,-1.9,2%,19,13%,-2%
Cc1cccc(C)c1-n1c(C)nn(CCOc2ccccc2)c1=O,-14%,-1%,-1%,-0.2,-4%,5,-11%,-1%
CC(C)c1ccc(N(CC(=O)NCCCN2CCOCC2)S(=O)(=O)c2ccccc2)cc1,8%,-5%,0%,-0.1,-10%,9,1%,0%
COc1ccccc1NC(=O)Nc1ccnn1C1CCN(C(=O)C2CCOC2)CC1 (stereo unspecified),-37%,6%,-9%,-1.8,7%,2,-16%,-2%
CC(=O)C1=CCC(c2ccccc2)N(S(=O)(=O)c2ccc(C)cc2)C1 (stereo unspecified),28%,0%,-15%,-0.3,13%,0,-8%,u
COc1cc(C(=O)NCCN2CCOCC2)cc(OC)c1OC,20%,-3%,-6%,0.2,-5%,x,11%,0%
CC(C)(C)c1ccc(C(=O)N2CCC2(C)C(=O)Nc2cccc3ccccc23)cc1 (stereo unspecified),u,-11%,-8%,-0.6,-4%,66,-12%,-7%
C=CCN=C1SCC(=O)N1S(=O)(=O)c1ccccc1,4%,4%,-1%,1.2,6%,1,13%,5%
O=C(O)/C=C\c1cccc(-n2nnnc2SCc2ccccc2F)c1,9%,-10%[57.1 µM],-5%,-2.0,-8%,-83*,-17%,25%
O=C(Nc1ccc2c(c1)OCO2)C1CCN(C(=O)CSc2ncnc3ccccc23)CC1,u,-7%[11.6 µM],-10%,1.2,0%,x,-4%,-15%
CCOC(=O)c1sc(NC(=S)NC(=O)CC(C)C)cc1C,0%,-9%,27µM*,-0.9,4%,-2,5%,u
COc1cccc(C(=O)NC2CCCC2)c1,4%,-9%,5%,0.6,0%,10,15%,12%
Cc1ccc(C(=O)Nc2c(-c3ccc(Cl)cc3)[nH][nH]c2=O)cc1,1%,-2%,-22%,-0.6,-5%,5,-11%,-22%
CC(C)(C)OC(=O)N[C@@H](C(=O)OC(C)(C)C)c1ccc2c(c1)OCO2,14%,-9%,-3%,1.7,-10%,3,2%,u

# 3 compounds picked at random from those above:
SMILES,FUS suppressor,WRN helicase inh,PLK1 PBD inh,IL-2 act,EPAC1 ag,PI5P4Ka inh,Abeta rescue,EPAC1 antagonist
Cc1ccc(CNC(=O)c2nnc(Cc3ccc(Cl)cc3)o2)cc1,9%&-30%,2%,-4%,3.2,-12%,3,-6%&-5%,-4%
Cc1cc(C)c(NC(=O)CSc2nc3ccccc3c(=O)n2CCCN2CCOCC2)c(C)c1,-8%,3%,-11%,0.4,14%,2,18%,2%
C=CCN=C1SCC(=O)N1S(=O)(=O)c1ccccc1,4%,4%,-1%,1.2,6%,1,13%,5%

# Next part
SMILES,FUS suppressor,WRN helicase inh,PLK1 PBD inh,IL-2 act,EPAC1 ag,PI5P4Ka inh,Abeta rescue,EPAC1 antagonist
COc1ccc(NS(=O)(=O)c2ccc(NC(=O)Cc3cccs3)cc2)cc1,x,-28%,-23%,-0.4,6%,-8,-15%,-2%
CC(C)(C)n1nnnc1CN1CCN(C(c2ccccc2)c2ccccc2)CC1,5%,10%[57.1 µM],-9%,-3.6,0%,-2,-6%,-7%
Cn1c(=O)c2c(nc(/C=C/c3cccc(Cl)c3)n2C)n(C)c1=O,-22%,-2%,-7%,1.4,-5%,-2,-16%,-2%
Cc1cccc(NC(=O)CN(C)S(=O)(=O)c2cnc[nH]2)c1,-5%,9%,-1%,-0.7,-4%,0,u,10%
COc1ccc(NC(=O)C2(c3ccc(NC(=O)c4ccc(C)cc4)cc3)CCCC2)cc1,-1%,-4%,2%,2.3,-1%,x,8%,6%
Cc1c(C(=O)NC(=S)NCC(C)C)oc2ccccc12,-8%,-19%[57.1 µM],-5%,-0.8,-9%,-4,-5%,12%
Cc1ccc(C)c(CN2CCC(CNC(=O)Nc3ccc(C)c(C)c3)CC2)c1,1%,5%,-2%,-0.4,5%,8,u,25%
CC(C)(C)NC(=O)COC(=O)CNC(=O)c1cc(Cl)cc([N+](=O)[O-])c1,5%,-2%,-24%,1.1,2%,-2,-16%,3%
Cc1ccc(-c2ccc(=O)n(CC(=O)NCCCN3CCCCC3)n2)cc1,-2%,-6%,-3%,1.5,5%,x,6%,5%
O=S(=O)(NCCC1=CCCCC1)c1ccc(Br)cc1,24%,-11%,-11%,-0.9,3%,11,-6%,-15%
COc1ccc(C)cc1S(=O)(=O)NC(C)C(=O)Nc1ccc2c(c1)OCO2 (stereo unspecified),-13%,-5%,-5%,1.2,-7%,5,-1%,0%
Brc1ccc(-c2cn3ccccc3n2)cc1,7%,-5%,-12%,0.4,8%,-2,-7%,-2%
CCc1nn(CC(=O)N2CCC(C(N)=O)CC2)c(=O)c2cc3occc3n12,-4%,-8%,-7%,-0.5,21%,2,21%,-30%
O=C(CCCCCn1c(=O)[nH]c2ccccc2c1=O)N1CCN(Cc2ccc3c(c2)OCO3)CC1,3%,-9%,-8%,-0.2,-2%,4,u,-2%
CCn1c(CNc2ccc(OC)cc2)nnc1SCC(=O)N1CCCc2ccccc21,10%,4%,-7%,-2.8,-1%,-1,10%,-5%
Cc1nc2ccc(NC(=O)Cc3c(F)cccc3Cl)cc2s1,-11%,-14%,-9%,-2.4,9%,-3,4%,-20%
CC(=O)Nc1nc(C)c(CCCOc2ccc([N+](=O)[O-])cc2)c(=O)[nH]1,-23%,-12%,0%,-1.1,-3%,3,0%,-12%
CCOC(=O)CCCCCC(=O)Nc1ccc2c(c1)C(=O)N([C@H](C)CO)C[C@H](C)[C@@H](CN(C)S(C)(=O)=O)OCCCC[C@@H](C)O2,16%,-2%,-18%,-2.0,12%,-7,-4%,23%
C=CCSC1=C(C#N)C(c2ccc(C(C)C)cc2)CC(=O)N1 (stereo unspecified),3%,0%,-19%,0.1,-6%,-4,15%,-5%
CCOc1ccccc1NC(=S)Nc1ccc2cn[nH]c2c1,-20%,-8%,-22%,1.9,-6%,0,9%,0%
Cc1cccc2sc(NC(=O)CSCc3ccccc3)nc12,3%,-14%,-21%,-3.2,24%,x,-10%,1%
CC(C)(Oc1ccc(Br)cc1Cl)C(=O)Nc1ccon1,x,-18%,1%,-4.6,1%,5,-23%,5%
COc1ccccc1CCNC(=O)C(C)n1nc(C)c2c(C)n(-c3ccccc3)nc2c1=O (stereo unspecified),14%,0%,-17%,-1.5,2%,0,25%,4%
COc1ccc(NC(=S)NCCCn2ccnc2)cc1,10%,0%,-17%,1.7,6%,0,1%,13%
COc1ccc([N+](=O)[O-])cc1NC(=O)COC(=O)c1ccc(O)cc1,-6%,-5%,-6%,-1.2,2%,-3,0%,-14%

# Part of the list above, limited to EPAC1 ag and WRN helicase inh:
molecule,EPAC1 ag,WRN helicase inh
C=CCSC1=C(C#N)C(c2ccc(C(C)C)cc2)CC(=O)N1 (stereo unspecified),-6%,0%
Cn1c(=O)c2c(nc(/C=C/c3cccc(Cl)c3)n2C)n(C)c1=O,-5%,-2%

# More compounds
SMILES,FUS suppressor,WRN helicase inh,PLK1 PBD inh,IL-2 act,EPAC1 ag,PI5P4Ka inh,Abeta rescue,EPAC1 antagonist
Cc1ccc(NC(=O)C(C)OC(=O)Cc2c[nH]c3ccccc23)cc1 (stereo unspecified),-5%,0%,3%,-0.8,-11%,-4,0%,-7%
CS(=O)(=O)N(CCc1ccccc1)CC(N)=O,5%,4%,-2%,-1.2,-9%,0,9%,-2%
COc1ccc(NC(=O)CSCC(=O)Nc2cc(Cl)ccc2N2CCOCC2)cc1,27%,6%,-10%,-4.8,6%,6,-3%,-1%
O=C(NCC1CCCCC1)C1(CC2CC(c3ccc(Cl)cc3)=NO2)CCNCC1 (stereo unspecified),15%,7%,-5%,-5.1,1%,8,0%,2%
O=C(O)COc1ccccc1/C=C1\C(=O)Nc2ccc(Br)cc21,9%,u,-29%,8.3,1%,-20,12%,-10%
NC(=O)Cn1c(=O)n(CC(=O)N2CCCCC2)c(=O)c2sccc21,13%,-5%,-10%,-2.2,14%,3,-4%,-9%
CC1CCCC(C)N1C(=O)COC(=O)c1cc(-c2cccs2)nn1-c1ccccc1 (stereo unspecified),u,1%,-3%,-4.9,3%,-10,4%,11%
COc1ccc(S(=O)(=O)N2CCC(C(=O)N[C@@H](C)C(=O)NCc3cccnc3)CC2)cc1,-11%,7%,3%,-1.4,1%,1,2%,2%
N#C/C(=C\c1c(N2CCN(c3ccccc3)CC2)nc2ccccn2c1=O)S(=O)(=O)c1ccccc1,-5%,-1%,5%,-1.9,0%,1,-11%,-9%
CC1CCCC(C)N1CCNC(=O)Nc1ccc(Cl)cc1 (stereo unspecified),11%,-2%,0%,4.4,7%,x,6%,10%
